GoLoco inh red: RGS12 GoLoco-Gai1 interaction inhibition; P63096; Gai1:RGS12 GoLoco peptide FP, rhodamine, 10 min; Potency, µM (doses to about 61.6 µM), for inactives: at the top dose activity, negative = inhibition, most hits filed as inhibitors; actives 0.44% (n = 230,000); active = well fitted inhibition curve with a large enough effect, not every such curve was filed as active; inactive = no such curve, though single readings can be large or run the other way; also: nearly all actives have a fitted effect of over 30% in size; many of its hits are not listed in these tables
Target sequence (P63096 whole entry, looked up): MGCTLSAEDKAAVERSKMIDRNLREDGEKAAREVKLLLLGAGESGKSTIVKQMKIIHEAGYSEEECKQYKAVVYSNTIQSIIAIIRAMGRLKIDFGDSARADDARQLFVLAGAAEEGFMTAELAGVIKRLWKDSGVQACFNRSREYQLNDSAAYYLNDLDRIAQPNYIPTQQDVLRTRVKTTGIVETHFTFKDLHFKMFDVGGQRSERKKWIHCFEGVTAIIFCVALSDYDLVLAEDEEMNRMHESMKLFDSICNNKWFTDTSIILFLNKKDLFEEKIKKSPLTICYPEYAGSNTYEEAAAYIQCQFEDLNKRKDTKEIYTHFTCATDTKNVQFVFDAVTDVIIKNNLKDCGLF
RECQ1 inh: RECQ1 (human) helicase inhibition; actives 0.54% (n = 240,000); P46063; Potency, µM (series often up to 57.3 µM), inactives show at the highest dose activity, negative = inhibition, usual class: inhibitors; RECQ1 DNA unwinding, red fluorescence kinetic read; AID 2549;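 also: plate controls were vehicle for no effect and no enzyme for full effect; nearly all actives have a fitted effect of over 30% in size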
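50 nM RECQ1T1 preincubated 15 min with compound in Tris pH 8.0 buffer with MgCl2, DTT, Tween-20 and 2.5 ug/ml poly(dI-dC); started with 200 nM TAMRA/BHQ-2 forked duplex and 2 mM ATP. Unwinding read as fluorescence (525/598 nm), two reads 2 h apart.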
TRb-SRC2 inh: TRbeta-SRC2 interaction inhibition; actives 0.065% (n = 280,000); TRbeta-SRC2 peptide binding, fluorescence polarization; receptor liganded with 1 µM T3; P10828; Potency, µM (doses to about 106 µM), for the others: at the highest dose activity change, negative = inhibition, usual class: inhibitors;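 also: plate controls were bound peptide for no effect and peptide without receptor for full effect; nearly all actives have a fitted effect of over 50% in size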
Target sequence (P10828 whole entry, looked up): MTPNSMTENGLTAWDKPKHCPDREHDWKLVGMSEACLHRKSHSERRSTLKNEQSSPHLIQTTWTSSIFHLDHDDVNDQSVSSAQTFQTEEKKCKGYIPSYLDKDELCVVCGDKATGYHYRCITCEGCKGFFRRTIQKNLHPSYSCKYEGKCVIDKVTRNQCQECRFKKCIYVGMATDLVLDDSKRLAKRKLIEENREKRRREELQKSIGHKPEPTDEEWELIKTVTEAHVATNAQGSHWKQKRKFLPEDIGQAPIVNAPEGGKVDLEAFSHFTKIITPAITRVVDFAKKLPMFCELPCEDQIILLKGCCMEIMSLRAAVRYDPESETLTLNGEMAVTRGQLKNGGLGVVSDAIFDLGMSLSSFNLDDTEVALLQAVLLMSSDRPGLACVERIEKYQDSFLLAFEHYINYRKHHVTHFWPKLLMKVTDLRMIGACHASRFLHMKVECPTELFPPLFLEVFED
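Decrease in fluorescence polarization of 20 nM Texas Red SRC2 coactivator peptide flagged inhibition of its binding to 0.6 uM TRb LBD; 1 uM T3 included, incubation 5 hr, ex 555/em 632 nm.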
GAA inhib: blocks human lysosomal alpha-glucosidase; P10253; purified human GAA, 4-MU-alpha-glucoside fluorescence; actives 0.005% (n = 200,000); AID 1466; Potency, µM (doses to about 76.9 µM), for the others: at the top dose activity change, negative = inhibition, hits mostly inhibitors;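 also: plate controls were uninhibited enzyme wells for no effect and no-enzyme background for full effect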
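Compounds are titrated up to 77 uM against 4 nM human enzyme. Substrate 4-methylumbelliferyl-alpha-D-pyranoside (400 uM) reacts 20 min at room temperature in pH 5.0 buffer; liberated 4-methylumbelliferone is read at 440 nm.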
L3MBTL1 block: blocks human L3MBTL1; actives 0.66% (n = 230,000); Potency, µM (highest dose often 57.1 µM), without a hit: at the top dose activity, negative = inhibition, hits mostly inhibitors; AID 485360; AlphaScreen L3MBTL1–H3K9me1 peptide binding; Q9Y468; also: nearly all actives have a fitted effect of over 60% in size
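AlphaScreen proximity signal between nickel-chelate acceptor and streptavidin donor beads (final 10 ug/mL) reports binding of 50 nM L3MBTL1 to 75 nM biotin-H3 K9me1 peptide; complex incubated with compounds 30 min at room temperature; cefsulodin titration as control.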
TR SRC2 fluor cs: Texas Red fluorescence interference in TRb-SRC2 counter-screen; TRb/SRC2 Texas Red total fluorescence interference; Potency, µM (top dose mostly 106 µM), for the others: top-dose fluorescence change, negative = quenching; actives 0.29% (n = 280,000); active = well fitted curve in either direction with a large enough effect; inconclusive = small, poorly fitted or top-dose-only effect
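Human TRb ligand-binding domain at 0.6 uM with 20 nM Texas Red SRC2 peptide in Tris buffer containing 1 uM T3 and 5% DMSO, incubated with compound 5 h at ambient temperature. Total fluorescence (555/632 nm) calculated as parallel + 2 × perpendicular.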
GAA glycogen mod: alters human alpha-glucosidase cleavage of glycogen. P10253. recombinant GAA, glycogen substrate, Amplex Red glucose oxidase fluorescence. Potency, µM (top dose mostly 76.4 µM), inactives show top-dose activity change, negative = inhibition, actives largely listed as inhibitors. actives 0.38% (n = 300,000). AID 2100;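 also: 0% = full enzyme reaction and -100% = no-enzyme basal signal; the screen sought inhibitors and activators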
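Recombinant human alpha-glucosidase (4 nM final) hydrolysed bovine liver glycogen (30 ug) for 40 min at 37 C in pH 5.0 citrate/phosphate with 0.01% Tween-20. Released glucose detected by glucose oxidase/Amplex Red, Ex 573/Em 610 nm. Compounds up to 77 uM; AC50 from Hill fits.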
GAA spleen mod: inhibits or activates alpha-glucosidase in human spleen homogenate. P10253. Potency, µM (doses to about 79.9 µM), for the others: at the top dose activity change, negative = inhibition, usual class: inhibitors. human spleen homogenate, 4-MU-alpha-glucoside fluorescence. actives 0.006% (n = 240,000). AID 2112;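 also: 0% = enzyme with vehicle and -100% = no enzyme basal signal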
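Compounds were titrated against alpha-glucosidase in spleen homogenate at pH 5.0, with 1 mM 4-methylumbelliferyl substrate for 40 min at 37 C. Reactions were quenched with pH 10 NaOH/glycine and fluorescence measured.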
* = called active by the depositor; [ ] = another dose, or the depositor's remark. Unless noted, calls follow the shape of the dose curve; as a rule, active = well fitted curve in the direction sought with a large enough effect; inconclusive = small, poorly fitted or top-dose-only effect, or another doubt; inactive = no such curve, though single readings can be large; an effect the other way counts as inactive or inconclusive. Unless noted, % is scaled to controls: 0 for no effect and ±100 for the full control effect; potency is read from the fitted curve at half-maximal effect. Only part of the results is shown, so the mix of outcomes need not match the whole.

Screening Cn1c(SCC(=O)Nc2cc(C(C)(C)C)nn2-c2ccccc2)nc2ccccc21 returned GoLoco inh red -3%, RECQ1 inh -14%, TRb-SRC2 inh -3%, GAA inhib -6%, L3MBTL1 block -17%, TR SRC2 fluor cs 3%, GAA glycogen mod -5% and GAA spleen mod 0%.
S=c1[nH]nc(-c2ccc(Cl)cc2)n1Cc1ccccc1 was read as GoLoco inh red 5%, RECQ1 inh -7%, TRb-SRC2 inh -3%, GAA inhib 0%, L3MBTL1 block -12%, TR SRC2 fluor cs -9%, GAA glycogen mod -13% and GAA spleen mod -7%.
O=C(O)C1CSC(c2ccc3c(c2)OCO3)N1 (stereo unspecified) was read as GoLoco inh red -11%, RECQ1 inh -17%, TRb-SRC2 inh 6%, GAA inhib -5%[15.4 µM], TR SRC2 fluor cs -2%, GAA glycogen mod -7% and GAA spleen mod -2%.
`Cc1ccc(-c2cn(-c3ccccc3)c(SCC(N)=O)n2)cc1C` gave GoLoco inh red 4%, RECQ1 inh -2%, TRb-SRC2 inh -2%, GAA inhib 1%, L3MBTL1 block -5%, TR SRC2 fluor cs 0%, GAA glycogen mod -6% and GAA spleen mod -1%.
`Cc1ccc(S(=O)(=O)Nc2ccc(NS(=O)(=O)c3ccc(C)cc3)c3ncccc23)cc1` gave RECQ1 inh inactive, TRb-SRC2 inh -2%, TR SRC2 fluor cs -2% and GAA spleen mod 3%.
Screening CN(C)c1cccc(C(=O)N/N=C/c2ccsc2)c1 returned GoLoco inh red 5%, RECQ1 inh 0%, TRb-SRC2 inh -4%, GAA inhib -7%, L3MBTL1 block 0%, TR SRC2 fluor cs -9%, GAA glycogen mod 5% and GAA spleen mod 4%.
O=C(NC1CCCC1)C1CCCN1S(=O)(=O)c1cccc2cccnc12 (stereo unspecified) was read as GoLoco inh red 2%, RECQ1 inh -5%, TRb-SRC2 inh -1%, GAA inhib -6%, TR SRC2 fluor cs 2%, GAA glycogen mod -5% and GAA spleen mod -3%.
Screening CN(C)S(=O)(=O)N1CCC(CO)(CCc2ccccc2)CC1 returned GoLoco inh red 6%, RECQ1 inh -7%, TRb-SRC2 inh 2%, GAA inhib 15%, L3MBTL1 block -8%, TR SRC2 fluor cs 0%, GAA glycogen mod -8% and GAA spleen mod 7%.
Nc1c(C(=O)OCC2CCCO2)c2nc3ccccc3nc2n1C1CCCCC1 (stereo unspecified) was read as GoLoco inh red 7%, RECQ1 inh 6%, TRb-SRC2 inh -5%, GAA inhib inconclusive, L3MBTL1 block -4%, TR SRC2 fluor cs 1%, GAA glycogen mod 5% and GAA spleen mod -17%.
O=C(CC1(O)C(=O)N(CN2CCOCC2)c2ccccc21)c1ccccc1 (stereo unspecified) was read as GoLoco inh red -21%, RECQ1 inh -7%, TRb-SRC2 inh 1%, GAA inhib 2%, TR SRC2 fluor cs 3%, GAA glycogen mod 2% and GAA spleen mod -2%.
`Nc1cccc(/C=C/C(=O)O)c1` gave GoLoco inh red 2%, RECQ1 inh -6%, TRb-SRC2 inh -8%, L3MBTL1 block 9%, TR SRC2 fluor cs 0%, GAA glycogen mod 2% and GAA spleen mod -2%.
COc1ccccc1NS(=O)(=O)c1cccc(C(=O)N/N=C/c2ccc(OCC(=O)O)cc2)c1 was read as GoLoco inh red 9%, RECQ1 inh -5%, TRb-SRC2 inh -7%, GAA inhib -1%, L3MBTL1 block 10%, TR SRC2 fluor cs -1%, GAA glycogen mod -3% and GAA spleen mod 0%.
`Cc1ccc(S(=O)(=O)N(C)CC(=O)NC2CCCC2)cc1` gave GoLoco inh red 0%, RECQ1 inh -6%, TRb-SRC2 inh -1%, GAA inhib -1%, L3MBTL1 block 1%, TR SRC2 fluor cs -1%, GAA glycogen mod -2% and GAA spleen mod -2%.
Screening Cc1cc(C)c(NC(=O)C2CCC(=O)N2)c(C)c1 (stereo unspecified) returned GoLoco inh red 17%, RECQ1 inh 16%, TRb-SRC2 inh 3%, GAA inhib 13%, L3MBTL1 block 3%, TR SRC2 fluor cs -2%, GAA glycogen mod 4% and GAA spleen mod 1%.
`Cc1cc(C)c2c3c(sc2n1)C1(CCSCC1)C(C#N)=C(N)O3` gave GoLoco inh red 17%, RECQ1 inh inactive, TRb-SRC2 inh 10%, GAA inhib -2%, L3MBTL1 block -2%, TR SRC2 fluor cs 9%, GAA glycogen mod -21% and GAA spleen mod -5%.

Retrieved by compound from the list above, 2 records:
`Cc1ccc(-c2cn(-c3ccccc3)c(SCC(N)=O)n2)cc1C` gave GoLoco inh red 4%, RECQ1 inh -2%, TRb-SRC2 inh -2%, GAA inhib 1%, L3MBTL1 block -5%, TR SRC2 fluor cs 0%, GAA glycogen mod -6% and GAA spleen mod -1%.
`Cc1cc(C)c2c3c(sc2n1)C1(CCSCC1)C(C#N)=C(N)O3` gave GoLoco inh red 17%, RECQ1 inh inactive, TRb-SRC2 inh 10%, GAA inhib -2%, L3MBTL1 block -2%, TR SRC2 fluor cs 9%, GAA glycogen mod -21% and GAA spleen mod -5%.

(list continues)
`C/C(CC(=O)Nc1ccc(Cl)cc1C(F)(F)F)=N\NC(=O)c1cccs1` gave GoLoco inh red -8%, RECQ1 inh -13%, TRb-SRC2 inh -4%, TR SRC2 fluor cs -2%, GAA glycogen mod -9% and GAA spleen mod -6%.
For O=C(NC(C(=O)c1ccccc1)n1cnccc1=O)c1ccccc1 (stereo unspecified) the results were GoLoco inh red 4%, RECQ1 inh 5%, TRb-SRC2 inh -14%, GAA inhib 6%, L3MBTL1 block 2%, TR SRC2 fluor cs 0%, GAA glycogen mod -4% and GAA spleen mod -13%.
O=C1OC(c2ccccc2)=N/C1=C\N1CCCCC1 was read as GoLoco inh red 5%, RECQ1 inh 0%, TRb-SRC2 inh -17%, GAA inhib 0%, L3MBTL1 block -15%, TR SRC2 fluor cs -5%, GAA glycogen mod -5% and GAA spleen mod -13%.
For CC1CCCN(C(=O)Cn2nnc(-c3cccnc3)n2)C1 (stereo unspecified) the results were GoLoco inh red 5%, RECQ1 inh inactive, TRb-SRC2 inh -15%, GAA inhib -5%, L3MBTL1 block -8%, TR SRC2 fluor cs 1%, GAA glycogen mod 6% and GAA spleen mod -20%.
For COc1ccc(NC(=S)NCCc2ccccc2)c(OC)c1 the results were GoLoco inh red 8%, RECQ1 inh -14%, TRb-SRC2 inh 1%, GAA inhib inconclusive, TR SRC2 fluor cs -3%, GAA glycogen mod -6% and GAA spleen mod 0%.
`COCCCn1c(Cc2csc(Nc3cccc(Cl)c3)n2)nnc1SCC(=O)OC1CCCCC1` gave GoLoco inh red 8%, RECQ1 inh -22%, TRb-SRC2 inh -27%, GAA inhib inconclusive, L3MBTL1 block inconclusive, TR SRC2 fluor cs -2%, GAA glycogen mod -11% and GAA spleen mod -1%.
Cc1ccc(-c2noc(C3CCN(S(=O)(=O)c4ccc5c(c4)OCCO5)CC3)n2)o1 was read as GoLoco inh red -4%, RECQ1 inh -19%, TRb-SRC2 inh 2%, GAA inhib -7%, L3MBTL1 block -3%, TR SRC2 fluor cs 2%, GAA glycogen mod -4% and GAA spleen mod 0%.
Screening Cc1noc(C)c1S(=O)(=O)Nc1ccc(O)c2c(=O)cc(-c3ccccc3Cl)oc12 returned GoLoco inh red 8%, RECQ1 inh inactive, TRb-SRC2 inh 7%, TR SRC2 fluor cs -1%, GAA glycogen mod inconclusive and GAA spleen mod 2%.
Screening CCOC(=O)c1[nH]c2ccc(OC)cc2c1NC(C)=O returned GoLoco inh red -5%, RECQ1 inh -12%, TRb-SRC2 inh -1%, GAA inhib 0%[15.4 µM], L3MBTL1 block 32%, TR SRC2 fluor cs -6%, GAA glycogen mod 4% and GAA spleen mod 6%.
COc1ccc(C(=O)Nc2ccccc2N2CCCCC2)cc1[N+](=O)[O-] was read as GoLoco inh red 4%, RECQ1 inh -5%, TRb-SRC2 inh 3%, GAA inhib -17%, L3MBTL1 block -29%, TR SRC2 fluor cs -3%, GAA glycogen mod 6% and GAA spleen mod 0%.
`COc1ccc(S(=O)(=O)NCCc2nnc3ccc(SCC(=O)Nc4cc(C)on4)nn23)cc1` gave GoLoco inh red 9%, RECQ1 inh -6%, TRb-SRC2 inh 2%, GAA inhib -8%, L3MBTL1 block -10%, TR SRC2 fluor cs -2% and GAA glycogen mod -4%.
Cc1ccc(-n2c(N)c(Br)c(=O)[nH]c2=O)cc1C was read as GoLoco inh red -3%, RECQ1 inh 0%, TRb-SRC2 inh -9%, GAA inhib inconclusive, L3MBTL1 block 1%, TR SRC2 fluor cs -1%, GAA glycogen mod -14% and GAA spleen mod -25%.
For COC(=O)C(C)NC(=O)C(C)NC(=O)OCc1ccccc1 (stereo unspecified) the results were GoLoco inh red 5%, RECQ1 inh 1%, TRb-SRC2 inh 3%, GAA inhib 0%, L3MBTL1 block 14%, TR SRC2 fluor cs 1%, GAA glycogen mod 3% and GAA spleen mod 3%.
Screening COc1ccc(-c2cc(C(=O)Nc3c(C)nn(Cc4ccccc4)c3C)no2)cc1 returned GoLoco inh red 9%, RECQ1 inh -11%, TRb-SRC2 inh 3%, GAA inhib -2%, TR SRC2 fluor cs 1%, GAA glycogen mod -2% and GAA spleen mod 0%.
Screening O=C(CCc1ccc(S(=O)(=O)NCCc2ccccc2)cc1)Nc1ccc2c(c1)OCCO2 returned GoLoco inh red 2%, RECQ1 inh -15%, TRb-SRC2 inh -9%, GAA inhib 6%, L3MBTL1 block -1%, TR SRC2 fluor cs -1%, GAA glycogen mod -7% and GAA spleen mod 3%.
`Fc1ccc(-c2oncc2-c2nnnn2-c2ccccc2)cc1F` gave GoLoco inh red 2%, RECQ1 inh -5%, TRb-SRC2 inh 4%, GAA inhib 4%, L3MBTL1 block -1%, TR SRC2 fluor cs -5%, GAA glycogen mod 1% and GAA spleen mod -2%.
`O=C(NC(=S)Nc1ccc(Cc2ccncc2)cc1)c1ccccc1F` gave GoLoco inh red 126%[activator], RECQ1 inh 2%, TRb-SRC2 inh 7%, GAA inhib 12%, L3MBTL1 block 0%, TR SRC2 fluor cs 0%, GAA glycogen mod 0% and GAA spleen mod -5%.

Source: PubChem BioAssay (National Center for Advancing Translational Sciences (NCATS))
